VLA-4 inh – inhibition in a human VLA-4 binding assay; AID 2557; actives 0.2% (n = 330,000); inhibition, % (about 7 µM as worked out from the volumes in the protocol); VLA-4 expressing cells, ligand binding flow cytometry; P13612; in the data active = inhibition above about 50%
GASC-1 inh – blocks human GASC-1 demethylase activity | GST-JMJD2C(1-420) H3K9me3 demethylation, DELFIA europium | AID 2099 | actives 0.069% (n = 330,000) | inhibition, % at 2.35 µM;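 active = more than half of a compound's replicate wells show inhibition beyond 50%, single wells judged on their own value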;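 also: signal counts dimethyl H3K9 product captured on neutravidin plate; 0% = median of DMSO wells and 100% = 0.3 times that DMSO median; strong numbers were not always called active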
PP1 inh – blocks human PP1-alpha phosphatase, a PP5 counter-screen; P62136; purified PP1alpha, OMFP fluorescence; inhibition, % at 6.7 µM; actives 0.9% (n = 320,000); AID 2235;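 active = inhibition above the mean inhibition of all tested compounds plus 3 SD, computed separately for each screening campaign, cut at about 15% in these data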
proCasp7 act – counter-screen for procaspase-3 activators: activators of human procaspase-7. actives 0.093% (n = 330,000). activation, % at 8.5 µM. AID 463210. recombinant procaspase-7, Ac-DEVD-pNA absorbance 405 nm; D23A/D198A/D206A triple mutant, cannot self-cleave; scale: DMSO 0, 5 µM enzyme 100;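 active = percent activation above the screen-wide mean plus 3 SD, cut at about 25% in these data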
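Assay system: Uncleavable procaspase-7 mutant enzyme | Input: 2 µM procaspase-7 mutant as dispensed | Timing: 1 h compound preincubation, 2 h substrate cleavage, 25 °C | Repeats: One well per compound | Control set: DMSO wells as 0%, DMSO with 5 µM added PC-7 as 100% | Technique: Epi-absorbance of released pNA at 405 nm, two timepoints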
core dimer inh – HCV core protein dimerization inhibition. TR-FRET GST/Flag-core106 dimerization, 1536-well. inhibition, % at 5 µM. actives 0.33% (n = 300,000);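 active = inhibition above the mean of all tested compounds plus 3 SD, set per screening campaign, cut at about 45% in these data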
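Material: Tagged HCV core106 pair (GST and Flag) | Amount: GST-core106 13.5 nM, Flag-core106 17 nM | Medium: KF-containing HEPES buffer, pH 7.45, DTT, CHAPS, BSA | Reagent: Eu donor and XL665 acceptor anti-tag antibodies | Schedule: 4 h at 22.5 °C | Technique: Time-resolved FRET, ex 340 nm, em 617 and 671 nm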
GRK2 inh – human GRK2 inhibition via aptamer displacement. actives 0.59% (n = 330,000). AID 488847. inhibition of aptamer binding, % at 10 µM. P25098. bead flow cytometry, FAM-aptamer displacement from GRK2;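 active = inhibition of aptamer binding above 40%, roughly 3 SD of noise, on plates passing a quality check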;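 also: median bead fluorescence of bound FAM aptamer so fluorescent compounds give negative values; no value below 0 was filed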
Target sequence (P25098 whole entry, looked up): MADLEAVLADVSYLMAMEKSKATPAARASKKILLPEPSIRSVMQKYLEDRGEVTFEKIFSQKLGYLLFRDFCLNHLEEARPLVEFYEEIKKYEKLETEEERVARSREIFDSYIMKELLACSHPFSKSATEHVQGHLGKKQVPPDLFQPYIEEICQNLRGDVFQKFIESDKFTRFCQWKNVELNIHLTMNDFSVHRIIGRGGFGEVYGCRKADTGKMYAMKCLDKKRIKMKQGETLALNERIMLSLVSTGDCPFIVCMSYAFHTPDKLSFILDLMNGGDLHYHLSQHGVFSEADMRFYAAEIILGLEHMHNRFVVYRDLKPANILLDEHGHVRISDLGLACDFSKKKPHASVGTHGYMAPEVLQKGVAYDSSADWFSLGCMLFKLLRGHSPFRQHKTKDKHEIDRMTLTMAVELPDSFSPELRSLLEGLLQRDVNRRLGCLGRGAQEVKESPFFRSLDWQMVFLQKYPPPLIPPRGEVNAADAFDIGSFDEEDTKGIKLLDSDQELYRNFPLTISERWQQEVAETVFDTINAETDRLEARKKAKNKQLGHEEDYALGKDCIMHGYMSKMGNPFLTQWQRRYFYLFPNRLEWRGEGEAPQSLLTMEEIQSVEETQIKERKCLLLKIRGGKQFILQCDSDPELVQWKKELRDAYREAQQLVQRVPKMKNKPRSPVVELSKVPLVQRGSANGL
CTSL1 counter – blocks F. hepatica cathepsin L1 in PFM18AAP counter-screen. actives 0.49% (n = 300,000). inhibition, % at 5.96 µM. AID 1906. recombinant F. hepatica cathepsin L1, Z-Leu-Arg-MCA fluorescence;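 active = inhibition above the mean of all tested compounds plus 3 SD, set per screening campaign, cut at about 17% in these data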;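 also: 0% = plate median of test compound wells and 100% = 1 µM Z-Phe-Ala-diazomethylketone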
PP5 primary – blocks human protein phosphatase 5 activity | P53041 | purified PP5c, OMFP substrate fluorescence | inhibition, % at 6.7 µM | actives 0.18% (n = 320,000);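 active = inhibition above the campaign's mean inhibition across all tested compounds plus 3 SD, cut at about 9.5% in these data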;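 also: 0% = DMSO only and 100% = 100 µM cantharidin control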
proCasp3 act – activators of human procaspase-3; recombinant procaspase-3 D3A, Ac-DEVD-pNA absorbance 405 nm; activation, % at 8.5 µM; P42574; actives 0.11% (n = 330,000);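 active = activation above the mean of all tested compounds plus 3 SD, cut at about 21% in these data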;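 also: 0% = DMSO alone and 100% = DMSO wells spiked with extra 5 µM PC-3 D3A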
Target sequence (P42574 whole entry D9A/D28A/D175A): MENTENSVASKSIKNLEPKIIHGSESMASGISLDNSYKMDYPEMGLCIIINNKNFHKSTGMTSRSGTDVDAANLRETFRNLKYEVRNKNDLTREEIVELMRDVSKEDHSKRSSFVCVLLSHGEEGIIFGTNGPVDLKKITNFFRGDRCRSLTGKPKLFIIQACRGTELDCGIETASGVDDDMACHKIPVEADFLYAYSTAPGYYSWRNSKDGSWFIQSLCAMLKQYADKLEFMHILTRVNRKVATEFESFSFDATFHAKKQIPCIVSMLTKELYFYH
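Test system: Procaspase-3 D3A mutant, all three cleavage aspartates alanine | Dosing: Single dose, 8.5 µM nominal compound, 0.8% DMSO | Schedule: 1 h preincubation, 2 h reaction | Technique: 405 nm absorbance of p-nitroaniline, reads at 0 and 120 min | Repeats: One well per compound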
* = called active by the depositor; · = no result given.

No.	structure	VLA-4 inh	GASC-1 inh	PP1 inh	proCasp7 act	core dimer inh
1	Cc1ccc(S(=O)(=O)CCC(=O)OCc2ccc(Cl)c(Cl)c2)cc1	-13	-7	6	0	2
2	CCOC(=O)c1cc(-c2ccc(OC)cc2)n(CCC(=O)NCCN2CCC(C)CC2)c1C	7	3	0	11	-11
3	Cc1ccc(OCC(=O)N/N=C/c2ccc([N+](=O)[O-])o2)cc1	-2	-14	-2	-12	-10
4	O=C(CN1C(=O)CSc2ccccc21)NCCC1=CCCCC1	0	-17	-7	-3	4
5	CCOC(=O)C(NC(C)=O)(OCc1ccccc1)C(F)(F)F (stereo not given)	·	6	-3	7	-6
6	Nn1c(SCc2ccccc2F)nnc1-c1ccccn1	12	-6	-11	4	-4
7	O=[N+]([O-])c1nn(-c2ccc3c(c2)OCCO3)n(O)c1=NC1CCCC1	-1	7	-2	11	-1
8	Cc1nn(C2CCS(=O)(=O)C2)c(C)c1CN(C)C(=O)c1ccc(Cl)cc1 (stereo not given)	-8	0	0	-7	·

No.	GRK2 inh	CTSL1 counter	PP5 primary	proCasp3 act
1	0	-43	4.8	7
2	0	-7	-1.6	1
3	3	7	-0.7	-3
4	3	-3	4.6	-11
5	5	-2	1.7	3
6	1	-1	0.4	8
7	0	5	0.5	1
8	0	·	3.9	6

Later entries
No.	structure	VLA-4 inh	GASC-1 inh	PP1 inh	proCasp7 act	core dimer inh
9	Cc1ccc(-c2nnn(CC(=O)N(c3ccc4c(c3)OCCO4)C(C(=O)NCC3CCCO3)c3ccc(F)cc3)n2)o1 (stereo not given)	14	7	-1	6	0
10	Cc1ccc2nc(CCc3nc4ccc(C)cc4o3)oc2c1	4	0	0	3	-2
11	CC1CCCCC12NC(=O)N(CC(=O)NC1CCCc3ccccc31)C2=O (stereo not given)	19	-6	-2	-1	1
12	O=S(=O)(NCCNc1ncc(C(F)(F)F)cc1Cl)C(F)(F)F	39	-4	-1	5	0
13	CCC(C)NS(=O)(=O)c1ccc(NS(=O)(=O)c2ccc(F)cc2)cc1 (stereo not given)	2	1	1	6	0
14	O=C(NC(=O)N1CCSCC1)c1c(Cl)cccc1Cl	4	20	-3	2	-6
15	CC(C)(Oc1ccc(Cl)cc1)C(=O)NC1=NN(c2ccccc2)C(=O)C1	-4	-6	12	-3	15
16	CN1C(=O)c2ccc(NC(=O)c3c(C(=O)O)cccc3[N+](=O)[O-])cc2C1=O	-1	-5	0	-14	-19

No.	GRK2 inh	CTSL1 counter	PP5 primary	proCasp3 act
9	15	-6	2.3	-1
10	0	-1	1.4	-15
11	0	1	2.0	2
12	2	0	2.7	6
13	2	-1	0.1	1
14	0	5	-2.5	-6
15	1	-2	0.8	-6
16	2	7	-0.2	-1

Grouped by structure, the compounds so far containing four or more nitrogen atoms (three)
No.	structure	VLA-4 inh	GASC-1 inh	PP1 inh	proCasp7 act	core dimer inh
6	Nn1c(SCc2ccccc2F)nnc1-c1ccccn1	12	-6	-11	4	-4
7	O=[N+]([O-])c1nn(-c2ccc3c(c2)OCCO3)n(O)c1=NC1CCCC1	-1	7	-2	11	-1
9	Cc1ccc(-c2nnn(CC(=O)N(c3ccc4c(c3)OCCO4)C(C(=O)NCC3CCCO3)c3ccc(F)cc3)n2)o1 (stereo not given)	14	7	-1	6	0

No.	GRK2 inh	CTSL1 counter	PP5 primary	proCasp3 act
6	1	-1	0.4	8
7	0	5	0.5	1
9	15	-6	2.3	-1

(next part)
No.	structure	VLA-4 inh	GASC-1 inh	PP1 inh	proCasp7 act	core dimer inh
17	Cc1occc1-c1nnc(SCC(=O)N2CCCCC2)o1	2	-6	-4	0	1
18	CCOc1ccccc1NC(=O)Nc1ccsc1C(=O)OC	-25	-1	-1	1	9
19	Cc1cc(CNC(=O)C2(C(F)(F)F)C/C(=C\CCO)CCCO2)nn1C (stereo not given)	22	14	-2	1	9
20	Fc1cccc(NC(=S)N2CCn3cccc3C2c2cccnc2)c1 (stereo not given)	9	-18	-5	-16	1
21	Cc1cc(NC(=O)CSCC(=O)Nc2cc(Cl)ccc2N2CCN(C)CC2)no1	1	8	-7	7	·
22	CCc1ccc(NCc2nc(-c3ccccc3)no2)cc1	-5	1	1	3	3
23	CC(C)(C)n1ncc2c(=O)n(Cc3ccccc3Br)cnc21	7	38	0	-8	·
24	COc1ccc(CNC(=O)c2cccnc2)cc1	2	0	-4	-2	10

No.	GRK2 inh	CTSL1 counter	PP5 primary	proCasp3 act
17	0	1	1.9	2
18	3	5	1.9	-7
19	3	-1	1.5	-4
20	0	-1	-1.0	-6
21	0	·	0.7	-2
22	5	2	4.1	-2
23	2	·	1.4	-4
24	0	-1	-0.5	5

Continued; the last 3 above are carried over.
No.	structure	VLA-4 inh	GASC-1 inh	PP1 inh	proCasp7 act	core dimer inh
22	CCc1ccc(NCc2nc(-c3ccccc3)no2)cc1	-5	1	1	3	3
23	CC(C)(C)n1ncc2c(=O)n(Cc3ccccc3Br)cnc21	7	38	0	-8	·
24	COc1ccc(CNC(=O)c2cccnc2)cc1	2	0	-4	-2	10
25	Cc1cccc(CN2C(=O)c3ccccc3Sc3ccc(C(=O)NCCN4CCOCC4)cc32)c1	6	-7	-3	-5	-1
26	Cn1c(=N)n(CC(=O)C(C)(C)C)c2ccccc21	4	4	-2	5	-9
27	CCOc1ccc(CCNC(=O)c2cccc(S(=O)(=O)N3CCCCC3)c2)cc1OCC	14	-5	3	8	2
28	CCc1nc(SCC(=O)Nc2ccccc2C(=O)OC)n[nH]1	-1	0	-2	5	3
29	Cc1ccc2nc(SCC(=O)Nc3ccc(F)cc3)nc(=O)n2c1	8	3	-4	11	-2
30	COc1cccc(-c2nnc3n2N=C(c2cc(OC)ccc2OC)CS3)c1	0	3	5	9	2
31	COc1ccc(Cc2noc(CN3CCCN(C4Cc5ccccc5C4)CC3)n2)cc1OC	-5	4	0	11	6
32	CC(=O)c1sc(NC(=O)COc2ccc(C(C)C)c(C)c2)nc1C	9	19	1	4	16

No.	GRK2 inh	CTSL1 counter	PP5 primary	proCasp3 act
22	5	2	4.1	-2
23	2	·	1.4	-4
24	0	-1	-0.5	5
25	1	4	0.4	6
26	0	-2	3.1	0
27	3	-10	-1.2	-3
28	0	-4	-0.6	-1
29	4	-1	-1.1	2
30	1	3	1.0	5
31	1	1	-0.9	-10
32	2	0	-0.1	12

(listing goes on)
No.	structure	VLA-4 inh	GASC-1 inh	PP1 inh	proCasp7 act	core dimer inh
33	CCN1CCCC1Cn1cnc2c([nH]c3cccc(Cl)c32)c1=O (stereo not given)	8	2	-2	6	0
34	CCN=C1SC(C(=O)Nc2ccccc2)CC(=O)N1CC (stereo not given)	-8	20	0	14	3
35	NC[C@H](O)c1ccc(O)c(O)c1	-4	·	3	-29	-3
36	Cc1c(NS(=O)(=O)c2cccc([N+](=O)[O-])c2)c(=O)n(-c2ccccc2)n1C	3	-7	-2	-2	12
37	COc1ccccc1NC(=O)CSc1nnc(C)n1CCc1ccccc1	-1	7	-2	1	4
38	COc1cccc(/C=C/C(=O)OCC(=O)Nc2ccc(Cl)c(S(=O)(=O)N(C)C)c2)c1OC	-11	-13	4	1	5
39	CCOC(=O)C(C)CC(C)C(=O)N1CCOCCOCCN(C(=O)C(C)CC(C)C(=O)OCC)CCOCC1 (stereo not given)	4	9	4	9	6
40	Cc1ccccc1N=C(NOCc1ccc(Cl)cc1Cl)c1nonc1N	-5	4	4	5	5

No.	GRK2 inh	CTSL1 counter	PP5 primary	proCasp3 act
33	0	-2	2.9	4
34	0	3	-0.9	-10
35	3	-2	-0.9	-13
36	7	-1	-2.1	8
37	2	-3	1.1	3
38	4	-7	1.4	-4
39	0	-4	1.4	5
40	0	3	4.5	4

More results:
No.	structure	VLA-4 inh	GASC-1 inh	PP1 inh	proCasp7 act	core dimer inh
41	COc1ccc(-c2noc(CN(C(=O)c3cccs3)C(C)C)n2)cc1	2	-2	1	15	3
42	COc1ccc(N2CCN(C(=O)c3ccc4c(=O)n5c(nc4c3)CCCCC5)CC2)cc1	-5	0	0	3	1
43	COc1ccc(N(C=O)C(=S)SC)cc1	22	39	-6	7	1
44	CC1CCC(NC(=O)CN(C)S(=O)(=O)c2cccc3cccnc23)CC1 (stereo not given)	6	1	4	0	3
45	O=C(NC(Cc1c[nH]c2ccccc12)C(=O)N/N=C/c1ccc(Cl)cc1)c1cccs1 (stereo not given)	5	-5	0	-4	17
46	O=C(Cc1ccc(F)cc1)N(c1ccccc1)C1C=CS(=O)(=O)C1 (stereo not given)	7	-4	-1	-9	0
47	COc1cc(/C=N/Nc2nc(Nc3ccccc3)nc(-n3nc(C)cc3C)n2)cc(OC)c1OC	0	-11	24*	-1	32
48	CCN1C(=NCCOC)N[C@@H](c2cccs2)C(C(=O)OC)=C1C	19	-7	1	-5	1

No.	GRK2 inh	CTSL1 counter	PP5 primary	proCasp3 act
41	3	-2	0.6	10
42	0	2	0.7	4
43	0	1	-1.2	-6
44	0	0	-2.1	1
45	4	0	-1.6	6
46	2	1	-0.5	-5
47	2	2	6.2	-1
48	0	-3	-1.5	1

Screening data deposited in PubChem by several laboratories.
